From PubChem BioAssay
GPR7 antagonist = antagonists of human GPR7 (neuropeptides B/W receptor 1); P48145; AID 1861; GPR7-expressing cells, fluorescence antagonist assay; 290,000 tested, 1.1% active; inhibition, % at 4.4 µM; in the data active = inhibition above about 16%, passing the limit was not always enough;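 also: cells stimulated with the agonist NPW; 0% = agonist with vehicle and 100% = vehicle without agonist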
CHO-K1 Ca ag = counter-screen for M1 agonists: effect in parental CHO-K1 cells | AID 602248 | 360,000 tested, 0.48% active | Fluo-8 calcium fluorescence; scaled to maximal ATP response, vehicle zero | activation, % at 3 µM; in the data active = activation above about 15%;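 also: untransfected CHO-K1 host cells lacking M1 receptor as counterscreen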
CHO-K1 Ca antag = counter-screen for M1 antagonists: effect in parental CHO-K1 cells; AID 602250; 360,000 tested, 0.6% active; ATP-induced calcium, Fluo-8 fluorescence; inhibition, % at 3 µM;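 active = inhibition above a per-plate cutoff, the plate's mean sample inhibition plus 3 SD, cut at about 24% in these data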;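 also: 0% = DMSO plus EC80 ATP and 100% = DMSO alone without ATP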
OXTR potentiator = potentiators of human oxytocin receptor. CHO-OTR cells, Fluo-8 calcium fluorescence, potentiator mode; 0% = oxytocin EC15, 100% = EC100. activation, % at 3 µM. 320,000 tested, 0.061% active;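 active = activation above that plate's cutoff, the mean activation of tested compounds plus 3 SD, cut at about 6.6% in these data, passing the limit was not always enough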;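 also: 100% uses oxytocin at 75 nM as the full agonist control; some results filed as inactive read as strong as hits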
Target sequence (P30559 whole entry, looked up): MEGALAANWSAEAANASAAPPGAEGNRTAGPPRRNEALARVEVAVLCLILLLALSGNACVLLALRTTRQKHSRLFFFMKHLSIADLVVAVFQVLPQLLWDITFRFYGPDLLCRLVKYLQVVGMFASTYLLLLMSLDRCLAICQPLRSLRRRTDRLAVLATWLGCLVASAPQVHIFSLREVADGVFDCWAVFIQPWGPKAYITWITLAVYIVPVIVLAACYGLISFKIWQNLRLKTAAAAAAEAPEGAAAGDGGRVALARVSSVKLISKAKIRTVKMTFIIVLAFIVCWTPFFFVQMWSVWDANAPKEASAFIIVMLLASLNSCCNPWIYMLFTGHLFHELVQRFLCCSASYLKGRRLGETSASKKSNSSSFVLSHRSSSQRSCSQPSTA
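assay system = CHO-OTR cells, human receptor | schedule = compound 6 min at room temperature before oxytocin, 100 s read | detection = Fluo-8 intracellular calcium fluorescence, ex 470-495, em 515-575 nm | evaluation = normalized max/min fluorescence ratio, % activation | control set = EC15 oxytocin alone as 0%, 75 nM oxytocin (EC100) as 100%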
V1aR counter = V1a receptor agonism, counter-screen for OXTR agonists; CHO-V1R cells, Fluo-8 calcium fluorescence, agonist mode; 0% DMSO, 100% 3 nM vasopressin; AID 2797; P37288; activation, % at 3 µM; 320,000 tested, 0.25% active;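 active = activation above the mean activation of all tested compounds plus 3 SD, per screening run, cut at about 20% in these data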;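 also: signal is peak over basal fluorescence ratio across a 100 second FLIPR read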
Target sequence (P37288 whole entry, looked up): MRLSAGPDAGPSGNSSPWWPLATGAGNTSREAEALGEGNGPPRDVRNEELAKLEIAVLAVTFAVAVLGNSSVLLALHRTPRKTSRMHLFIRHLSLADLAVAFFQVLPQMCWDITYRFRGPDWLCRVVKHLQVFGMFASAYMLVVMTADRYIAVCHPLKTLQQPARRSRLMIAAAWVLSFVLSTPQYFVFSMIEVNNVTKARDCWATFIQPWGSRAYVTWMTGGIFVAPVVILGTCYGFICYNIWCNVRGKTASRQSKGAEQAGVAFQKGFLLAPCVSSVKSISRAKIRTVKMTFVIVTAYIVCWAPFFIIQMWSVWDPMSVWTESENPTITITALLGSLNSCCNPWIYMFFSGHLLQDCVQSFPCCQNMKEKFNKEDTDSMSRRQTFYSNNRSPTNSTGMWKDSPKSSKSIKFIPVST
CHO parental Ca = counter-screen: ATP calcium response change in parental CHO cells; parental CHO-K1, ATP-induced calcium, Fluo-8 fluorescence; inhibition, % at 5.6 µM; 330,000 tested, 0.63% active;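 active = inhibition above that plate's mean sample inhibition plus 3 SD, cut at about 26% in these data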;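 also: 0% = ATP-challenged DMSO wells and 100% = DMSO wells without ATP; some compounds past the cut are filed as inactive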
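Test system: untransfected parental CHO cell line. Compound: one dose, 5.6 µM nominal. Detection: intracellular calcium via Fluo-8 no-wash fluorescent dye. Measure: % inhibition. Benchmarks: ATP-challenged DMSO wells low, unchallenged DMSO wells high.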
CHO-K1 Ca PAM = M1 PAM counterscreen hit in parental CHO-K1 cells; ATP EC20, Fluo-8 calcium fluorescence; 0% at ATP EC20, 100% at ATP max; activation, % at 3 µM; 360,000 tested, 0.02% active; AID 602247;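 active = activation above the run cutoff, the mean activation of all test compounds plus 3 SD, cut at about 40% in these data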;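 also: peak over basal fluorescence ratio in a 140 s read after ATP addition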
OXTR ag = human OXTR agonism; P30559; CHO-OTR cells, Fluo-8 calcium fluorescence; normalized: DMSO 0%, oxytocin 100%; activation, % at 3 µM; 320,000 tested, 0.32% active;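 active = activation above the mean of all tested compounds plus 3 SD, cutoff set per screening run, cut at about 20% in these data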;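 also: peak over basal fluorescence ratio from a 100 s FLIPR kinetic read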
TAAR1 antag = antagonists of human TAAR1; Q96RJ0; CHO RD-HGA16 TAAR1, Fluo-8 calcium fluorescence, antagonist; inhibition, % at 3 µM; 360,000 tested, 1.5% active;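 active = inhibition above a per-plate cutoff, the mean inhibition of test compounds on that plate plus 3 SD, cut at about 49% in these data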;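 also: 0% = DMSO plus EC80 beta-PEA response and 100% = DMSO alone without agonist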
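Assay system: RD-HGA16 CHO cells with stable hTAAR1 and Gα16 / Reagent: EC80 β-phenethylamine stimulus / Doses: 3 µM, single point / Timing: dye loading 75 min at 37 °C, then 30 min room temperature / Measured by: Fluo-8 intracellular calcium dye fluorescence, real-time kinetic reads / Controls: vehicle wells and EC80 agonist wells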
Numbers without * were called inactive; . = no result given.

| SMILES | GPR7 antagonist | CHO-K1 Ca ag | CHO-K1 Ca antag | OXTR potentiator | V1aR counter | CHO parental Ca | CHO-K1 Ca PAM | OXTR ag | TAAR1 antag |
| --- | --- | --- | --- | --- | --- | --- | --- | --- | --- |
| Cc1nnc(C)c2c(C)n(-c3ccc4ncccc4c3)c(C)c12 | -9.3 | 0.9 | -19.5 | -2.4 | -0.4 | -7.5 | 4.8 | 0.7 | -3.3 |
| COc1cc(-c2cc(C(=O)Nc3ccccc3N3CCOCC3)c3ccccc3n2)cc(OC)c1OC | -9.5 | 3.4 | 15.5 | -5.9 | 1.1 | -12.9 | -12.4 | 0.0 | 2.9 |
| C[C@@H]1CN([C@H](C)CO)C(=O)CCCn2nncc2CO[C@H]1CN(C)Cc1cccnc1 | . | 0.5 | -10.5 | . | . | . | 5.3 | . | -10.4 |
| Cc1ccc(S(=O)(=O)NN2C(=O)c3ccccc3NC2c2cccc(O)c2)cc1 (stereo unspecified) | -15.8 | -0.1 | -4.8 | -2.0 | 1.7 | -22.3 | 18.0 | -0.7 | 3.5 |
| Cc1ccc(-n2c(SCC(=O)NCC3CCCO3)nc3n[nH]c(C)c3c2=N)cc1Cl (stereo unspecified) | -15.5 | -0.9 | -8.7 | -10.9 | 0.7 | -19.7 | 3.5 | -1.6 | -17.9 |
| CC(=O)NC(=S)Nc1ccccc1N1CCN(C(=O)c2ccccc2)CC1 | -9.6 | 4.4 | 4.0 | -4.2 | 1.4 | -21.5 | 10.2 | 0.7 | 6.4 |
| Cc1ccc(SCCC(=O)Nc2cccnc2)cc1 | 19.9 | 0.1 | 6.0 | -1.9 | 1.7 | 9.6 | -12.1 | 0.2 | -7.9 |
| CCOC(=O)c1ccc(NC(=O)C2CCCO2)cc1 (stereo unspecified) | 11.0 | -0.1 | -0.8 | -9.9 | -0.6 | -3.4 | -4.6 | 0.6 | -3.4 |
| CC(=O)c1cc2c(cc1NC(=O)c1c(-c3ccccc3)noc1C)OCO2 | 7.1 | 0.1 | -9.6 | 0.2 | 0.6 | -4.5 | 20.6 | 0.3 | 1.5 |
| C=CCNC(=O)C(=O)NCC(c1ccc2c(c1)OCO2)N1CCOCC1 (stereo unspecified) | -4.7 | 0.0 | 0.8 | -7.8 | 0.2 | -5.4 | 14.8 | -0.5 | 12.3 |
| O=C(CN(C(=O)CNC(=O)c1ccco1)c1ccccc1F)NC1CCCCC1 | 1.4 | 0.0 | 2.6 | -2.6 | -0.6 | -3.5 | -5.9 | 0.5 | -21.0 |
| O=C1CCCc2c1nn(-c1ccccc1)[n+]2[O-] | -2.8 | 0.1 | -18.9 | -0.8 | 0.4 | -0.2 | 3.1 | 0.5 | -1.7 |
| S=c1[nH]nc(COc2ccccc2)n1/N=C/c1ccc(Br)cc1 | -1.2 | 6.9 | 9.3 | -7.2 | -0.5 | 0.2 | 4.8 | -1.8 | 4.0 |
| Cc1nc(NC(=O)c2ccco2)sc1-c1csc(Nc2ccc(Cl)cc2Cl)n1 | -8.2 | 1.9 | -29.6 | -1.2 | -0.4 | -20.3 | 29.1 | 1.6 | 34.9 |
| CC(=O)c1ccc(OCCCC(=O)OCC(=O)Nc2c(C)nn(-c3ccccc3)c2C)cc1 | . | 7.2 | -22.1 | -2.0 | 6.2 | -17.4 | -17.3 | 5.4 | 14.9 |
| O=C(NNc1ccccc1)/C(=C\c1cccnc1)NC(=O)c1ccccc1 | -13.7 | 1.9 | -4.7 | -3.4 | -0.2 | -8.7 | 6.1 | 0.0 | -13.4 |
| O=C1C(Cl)=C(NCC2CCCO2)C(=O)N1C1CCCCC1 (stereo unspecified) | 5.7 | 0.3 | 2.1 | -3.8 | 0.3 | -27.2 | 9.2 | -1.4 | 7.2 |
| CN(C1=NC(=O)C(CC(=O)O)S1)c1ccc(O)cc1 (stereo unspecified) | -11.4 | -0.2 | 1.1 | 0.3 | 0.9 | -3.2 | 21.0 | 0.8 | 5.7 |
| O=C(Nc1nccc(-c2cccs2)n1)c1ccccc1Cl | 12.9 | 1.0 | -1.6 | 0.7 | 0.8 | -12.6 | 14.0 | -0.6 | -6.6 |
| CCOc1ccc(C(C)=O)cc1CSc1nc(C)cc(C)n1 | -3.1 | -0.7 | 1.6 | -3.5 | -1.5 | -10.0 | -3.7 | -1.8 | -6.0 |

Structures above containing a halogen (6):
| SMILES | GPR7 antagonist | CHO-K1 Ca ag | CHO-K1 Ca antag | OXTR potentiator | V1aR counter | CHO parental Ca | CHO-K1 Ca PAM | OXTR ag | TAAR1 antag |
| --- | --- | --- | --- | --- | --- | --- | --- | --- | --- |
| Cc1ccc(-n2c(SCC(=O)NCC3CCCO3)nc3n[nH]c(C)c3c2=N)cc1Cl (stereo unspecified) | -15.5 | -0.9 | -8.7 | -10.9 | 0.7 | -19.7 | 3.5 | -1.6 | -17.9 |
| O=C(CN(C(=O)CNC(=O)c1ccco1)c1ccccc1F)NC1CCCCC1 | 1.4 | 0.0 | 2.6 | -2.6 | -0.6 | -3.5 | -5.9 | 0.5 | -21.0 |
| S=c1[nH]nc(COc2ccccc2)n1/N=C/c1ccc(Br)cc1 | -1.2 | 6.9 | 9.3 | -7.2 | -0.5 | 0.2 | 4.8 | -1.8 | 4.0 |
| Cc1nc(NC(=O)c2ccco2)sc1-c1csc(Nc2ccc(Cl)cc2Cl)n1 | -8.2 | 1.9 | -29.6 | -1.2 | -0.4 | -20.3 | 29.1 | 1.6 | 34.9 |
| O=C1C(Cl)=C(NCC2CCCO2)C(=O)N1C1CCCCC1 (stereo unspecified) | 5.7 | 0.3 | 2.1 | -3.8 | 0.3 | -27.2 | 9.2 | -1.4 | 7.2 |
| O=C(Nc1nccc(-c2cccs2)n1)c1ccccc1Cl | 12.9 | 1.0 | -1.6 | 0.7 | 0.8 | -12.6 | 14.0 | -0.6 | -6.6 |

(next part)
| SMILES | GPR7 antagonist | CHO-K1 Ca ag | CHO-K1 Ca antag | OXTR potentiator | V1aR counter | CHO parental Ca | CHO-K1 Ca PAM | OXTR ag | TAAR1 antag |
| --- | --- | --- | --- | --- | --- | --- | --- | --- | --- |
| N#Cc1ccccc1OCC(O)CS(=O)(=O)c1ccccc1 (stereo unspecified) | -7.6 | 1.5 | -13.3 | -8.7 | 1.8 | -8.5 | 20.8 | 2.7 | 23.3 |
| Cn1cc(C(=O)c2ccc(Cl)cc2Cl)cc1C(=O)O | -7.4 | -0.3 | -1.4 | -2.9 | 1.2 | -13.1 | -7.3 | 1.3 | 10.4 |
| O=C(NCCN1CCC(Cc2ccccc2)CC1)C1CCCN(S(=O)(=O)c2cnc[nH]2)C1 (stereo unspecified) | 3.8 | 0.3 | -2.5 | -4.8 | 0.1 | -8.8 | 10.7 | 0.6 | -4.9 |
| CCOC(=O)c1cnn2c(C(F)(F)F)cc(-c3ccco3)nc12 | 0.9 | 0.4 | -7.5 | -11.6 | -1.2 | 4.4 | 15.5 | -1.7 | 4.6 |
| O=C(c1ccc(Cl)cc1)c1ccc(OCC(=O)N2CCOCC2)cc1 | -6.1 | 2.2 | -9.8 | -14.7 | 2.9 | 12.1 | -4.2 | 4.0 | 14.2 |
| CCOC(=O)C1(Cc2ccccc2)CCCN(Cc2ccncc2)C1 (stereo unspecified) | 0.1 | 0.8 | -13.0 | -8.5 | -1.0 | -16.5 | 9.6 | -0.2 | -8.8 |
| NC(=O)c1ncc(C(F)(F)F)cc1Oc1ccc(F)cc1 | 1.0 | 0.3 | -11.4 | -9.3 | 0.8 | 8.8 | 18.2 | -0.8 | -17.3 |
| COCCNC(=S)c1ccc(Br)cc1 | 3.1 | 0.5 | -19.8 | -11.4 | 0.1 | 10.8 | 24.5 | -1.9 | 4.9 |
| CC1CCN(c2oc(Cc3cccc4ccccc34)nc2C#N)CC1 | -22.6 | -0.6 | 11.7 | -17.5 | 1.6 | 7.7 | -5.0 | 0.4 | 3.8 |
